# MIN6 prolif: induces beta-cell replication in MIN6 cells; proliferation, % at 10 µM; 330,000 compounds, 0.29% hits; MIN6 cells proliferation, ATPlite luminescence, 48 h; cells starved in 0.2% serum; 100% = growth in 10% serum; AID 2380;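 active means compounds whose signal lies at least 3.5 SD above the mean of all wells on their plate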;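 further: 0% = DMSO-treated cells in low-serum medium and 100% = 10% serum control; some compounds called inactive have numbers as strong as hits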
# TIM10 inh: inhibits growth of TIM10 yeast strain. S. cerevisiae TIM10 strain growth, BacTiter-Glo luminescence, 24 h. 330,000 compounds, 1.4% hits. inhibition, % at 10 µM. AID 463195;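 active means inhibition of 40% or more at the single tested concentration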;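 further: wild-type TIM10 isogenic control strain grown at permissive 25 °C; 0% = DMSO yeast wells and 100% = minimal medium wells without yeast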
# APOBEC3G inh: blocks human APOBEC3G single-stranded DNA deamination; Q9HC16; recombinant A3G, ssDNA deamination FAM/TAMRA fluorescence; inhibition, % at 20 µM; 330,000 compounds, 0.28% hits; AID 493012;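 active means inhibition of at least 40% at 20 µM, with no more than 30% in the related APOBEC3A deaminase screen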;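 further: plate controls were DMSO wells with A3G for no effect and wells lacking A3G enzyme for full effect; some compounds called inactive have numbers as strong as hits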
# Target sequence (Q9HC16 whole entry, looked up): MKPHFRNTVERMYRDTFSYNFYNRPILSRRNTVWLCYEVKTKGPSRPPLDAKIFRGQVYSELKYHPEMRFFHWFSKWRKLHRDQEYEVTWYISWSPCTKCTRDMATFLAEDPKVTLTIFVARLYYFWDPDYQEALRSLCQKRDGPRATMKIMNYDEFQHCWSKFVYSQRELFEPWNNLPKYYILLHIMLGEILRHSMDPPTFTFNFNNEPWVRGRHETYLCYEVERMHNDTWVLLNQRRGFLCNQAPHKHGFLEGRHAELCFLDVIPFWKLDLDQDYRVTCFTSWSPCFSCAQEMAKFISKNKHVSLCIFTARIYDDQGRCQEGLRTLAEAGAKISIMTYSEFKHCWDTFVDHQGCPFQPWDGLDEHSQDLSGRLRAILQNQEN
# mIAP block: mouse IAP inhibition; purified mouse IAP, CDP-Star luminescence, 30 min; 330,000 compounds, 0.2% hits; inhibition, % at 10 µM;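 active means inhibition of at least 40% at 10 µM in the primary screen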;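 further: plate controls were DMSO with enzyme for no effect and no enzyme wells for full effect; values of inactives mirror those of a sister screen read the other way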
# tim10-1 inh: inhibits growth of tim10-1 mutant yeast. inhibition, % at 20 µM. 330,000 compounds, 2.2% hits. S. cerevisiae tim10-1 ts strain growth, BacTiter-Glo, 24 h;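 active means inhibition of at least 40%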;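 further: mutant grown at 25 °C; 0% = DMSO wells with yeast and 100% = wells holding no yeast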
# mIAP act: increases mouse intestinal alkaline phosphatase activity; muIAP, CDP-Star luminescence, 30 min; active compounds read high; 1 = vehicle-only enzyme signal, 0 = enzyme-free wells; activation factor at 10 µM; 330,000 compounds, 0.24% hits; AID 2805;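 active means activation factor of at least 2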; further: the source names both 10 and 20 µM as test concentration; values of inactives mirror those of a sister screen read the other way
#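 Assay system: mouse IAP enzyme; Reagent: CDP-Star chemiluminescent phosphatase substrate; Compound: DMSO-dissolved test compounds; Incubation: 30 min, room temperature; Technique: luminescence from enzymatic CDP-Star hydrolysis; Controls: DMSO-only wells and no-enzyme negative control.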
# A3A deaminase: human APOBEC3A DNA deaminase inhibition; P31941; recombinant A3A, FAM/TAMRA ssDNA deamination fluorescence; inhibition, % at 20 µM; 330,000 compounds, 0.41% hits; AID 493011;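 active means at least 40% inhibition at 20 µM here, with at most 30% in a related deaminase screen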;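 further: plate controls were A3A with DMSO for no effect and wells lacking A3A enzyme for full effect; some results filed as inactive read as strong as hits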
# NALP3 yeast inh: blocks the NALP3 inflammasome reconstituted in yeast; Yeast reconstituted NLRP3/ASC/caspase-1, beta-gal luminescence, 24 h; inhibition, % at 10 µM; 330,000 compounds, 0.39% hits;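 active means inhibition of 50% or more; inactive means inhibition below 50%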;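 further: plate controls were induced DMSO wells for no effect and uninduced yeast grown without galactose for full effect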
# hIAP block: blocks human intestinal alkaline phosphatase; inhibition, % at 10 µM; 330,000 compounds, 0.12% hits; purified IAP, CDP-Star luminescence, 30 min; AID 2544;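 active means inhibition reaching a set limit with compound at 10 µM in the primary screen, cut at about 35% in these data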;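 further: plate controls were DMSO wells with enzyme for no effect and no-enzyme buffer wells for full effect; values of inactives mirror those of a sister screen read the other way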
# Target sequence (P09923 whole entry, looked up): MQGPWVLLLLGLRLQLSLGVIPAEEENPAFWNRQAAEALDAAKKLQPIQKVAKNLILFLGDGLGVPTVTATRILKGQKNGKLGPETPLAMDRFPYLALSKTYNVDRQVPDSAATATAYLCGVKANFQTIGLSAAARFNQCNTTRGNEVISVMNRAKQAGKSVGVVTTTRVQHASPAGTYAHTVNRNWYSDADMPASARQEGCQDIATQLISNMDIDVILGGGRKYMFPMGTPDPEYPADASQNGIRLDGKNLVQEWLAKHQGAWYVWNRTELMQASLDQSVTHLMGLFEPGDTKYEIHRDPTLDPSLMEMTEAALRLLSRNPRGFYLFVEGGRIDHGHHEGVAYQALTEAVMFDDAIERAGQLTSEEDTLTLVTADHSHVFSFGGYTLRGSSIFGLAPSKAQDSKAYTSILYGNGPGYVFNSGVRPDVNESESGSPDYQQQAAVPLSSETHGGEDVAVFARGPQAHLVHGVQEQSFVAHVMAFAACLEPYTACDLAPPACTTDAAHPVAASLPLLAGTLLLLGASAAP
# The depositor's hits bear a star; & = joins results of further samples.
Structure	hIAP block	mIAP block	TIM10 inh	APOBEC3G inh	tim10-1 inh	MIN6 prolif	NALP3 yeast inh	mIAP act	A3A deaminase
COc1ccc(OC)c(CNC(=O)Cc2c(C(=O)O)[nH]c3ccc(Cl)cc23)c1	-2	-12	-5	0	19	-1	11	1.1	1
CCN(Cc1ccccc1)S(=O)(=O)c1ccc(C(=O)N(CCCN(C)C)c2nc3ccc(F)cc3s2)cc1	7	1	-38	-9	19	-8	22	0.99	-2
CN1CCN(C(=O)C2=C[C@@H](c3ccc(C(F)(F)F)cc3)C[C@@H](OCCCCO)O2)CC1	10	2	6	3	6	0	-7	0.97	1
Cc1cccc(NC(=O)Cc2noc3ccccc23)c1C	13	-8	-12	-1	11	0	17	1.1	2
O=C(NNc1nc2cc3c(cc2s1)OCO3)c1ccc(F)cc1	-70	6	18	-12	5	1	10	0.94	-2
Cc1ccccc1C(=O)c1cccn1CC(=O)N1CCCCCC1	13	2	-6	-2	10	-1	3	0.97	-3
Cc1cc(NS(=O)(=O)c2ccc(NC(=O)/C=C/c3ccc(C)o3)cc2)nc(C)n1	-10	-5	5	-4	-2	-1	18	1	6
CCc1cccc(C)c1NC(=O)CSc1nnc(CCCOc2ccc(Cl)cc2Cl)n1C	-11	-12	15	-2	16	-5	8	1.1	-1
COc1cc(C#Cc2c(-c3cncn3C)n(C)c3ccc(-c4cnc(N5CCOCC5)nc4)cc23)cc(OC)c1	4	15	8	-6	16	-5	13	0.85	0
Cc1ccc(Cl)cc1NC(=O)COC(=O)C1CCCC1	-13	3	-3	3	12	-2	-2	0.97	-5
CSCC[C@H](N)C(=O)N1CCC(C(=O)N[C@H](C)C(=O)NC(C)c2ccccc2)CC1 (stereo partly drawn)	14	-2	-3	-4	-2	0	16	1	-1
CCn1c(SCC(=O)Nc2nc(C)c(C)s2)nnc1-c1cccs1	0	2	11	-2	19	2	26	0.98	1
O=C(CS(=O)(=O)Cc1ccccc1)NCCc1ccc(F)cc1	-18	6	5	-6	6	2	4	0.94	-4
COC(=O)C1=C(C(=O)OC)[C@@H]2N(Cc3ccccc3)c3ccccc3[C@@]23C[C@@H](C(=O)OC)N(C(=O)NC(C)(C)C)C3=N1	11	6	-3	-4	-2	-2	6	0.94	-2
Cc1cnn(-c2nc(-c3ccccc3)cc(-c3ccccc3)n2)c1	12	6	36	-3	39	-3	7	0.94	0
COCCN(C(=O)COC(=O)Cc1c[nH]c2ccccc12)c1c(N)n(Cc2ccccc2)c(=O)[nH]c1=O	2	-3	1	-5	10	3	6	1	-3
Cc1csc2ncc(C(=O)Nc3ccon3)c(=O)n12	9	-13	-10	-2	-4	-2	-6	1.1	1
O=Cc1cn(-c2ccccc2)nc1-c1cc2cc(O)ccc2oc1=O	7	-2	0	-5	-10	-2	9	1	-4
COc1ccccc1Nc1nc(N2CCOCC2)nc(N2CCOCC2)n1	-22&1	-11&-2	-4&-13	-2&1	-8&-1	0&-3	22&5	1.1&1	-2&0
CCN(CC)S(=O)(=O)c1cccc(C(=O)NCCCn2ccnc2)c1	0	2	2	-2	-5	-1	10	0.98	2
Cc1nc(Cl)sc1C(=O)Nc1ccc(C(C)(C)C)cc1	12	-5	18	1	29	-3	25	1.1	0
Cc1cc(C)c2oc(C(=O)NCc3ccccc3)cc(=O)c2c1	-2	4	-7	-4	-18	-1	21	0.96	5
Cc1cc(C)c(NC(=O)NC(=O)c2cccc(F)c2)c(C)n1	0	-2	0	-6	14	0	4	1	-5
COC1=CC(=O)OC12CCCCC2	15	-5	1	-5	7	8.2*	-6	1.1	-1
Cc1ccc(SCC(=O)OCC(=O)NCCCc2ccccc2)cc1	2	-2	0	-8	11	1	15	1	0

# Going on with the list.
Structure	hIAP block	mIAP block	TIM10 inh	APOBEC3G inh	tim10-1 inh	MIN6 prolif	NALP3 yeast inh	mIAP act	A3A deaminase
CN(Cc1ccccc1F)c1ccc(S(=O)(=O)N2CCCC2)cn1	1	6	6	-10	-4	0	10	0.94	1
O=C(/C=C/c1cc2c(cc1Br)OCO2)NCc1ccc(Cl)cc1	-7	5	-5	1	16	0	14	0.95	2
COc1ccc(C(C(=O)NC2CCCC2)N(C(=O)c2ccco2)c2ccc3c(c2)OCO3)cc1OC (stereo not drawn)	-7	-8	-7	-5	6	0	-11	1.1	-3
Cc1cc(C)cc(NC(=O)CS(=O)(=O)c2cccc3nsnc23)c1	-3	6	-5	-10	6	-2	3	0.94	-3
O=C(CSc1nnc(-c2ccco2)n1CC1CCCO1)c1ccc(F)cc1 (stereo not drawn)	9	0	9	-4	26	0	11	1	-2
C=C(C)CN1C(=O)c2ccccc2C1=O	5	-2	-12	0	-9	0	12	1	-2
COc1ccc(NC(=O)C2Cc3cccc(OC)c3O/C2=N\O)cc1 (stereo not drawn)	4	0	15	-2	8	2	8	1	2
O=C(Nc1ccc(O)cc1)c1ccc2c(c1)C(=O)N(Cc1ccccc1)C2=O	8	5	8	-11	-7	-4	16	0.95	1
Cc1[nH]c2ccccc2c1C1(O)C(=O)N(C(C)C)c2ccccc21 (stereo not drawn)	2	-1	6	-4	37	-4	4	1	-3
O=C(CSc1ccc(C(F)(F)F)cc1[N+](=O)[O-])NCCOc1ccccc1	1	9	7	-2	8	0	20	0.91	-1
CCOc1cc(CNc2ccc(CNc3ncn[nH]3)cc2)ccc1OCc1ccccc1	-37	7	20	-4	14	0	10	0.93	0
Cc1cc(C)n2cc(CSc3nnnn3C)nc2n1	1	-1	3	-3	0	-2	4	1	-2
COc1cccc(C2CC(=O)NC(SC)=C2C#N)c1 (stereo not drawn)	2	-8	-5	-4	17	0	9	1.1	-1
CCN1CCN(C(=O)c2ccc(CSc3ccc(C)cc3)cc2)CC1	-5	-2	31	4	15	-3	23	1	4
O=C(NCCCn1ccnc1)c1cccc(Br)c1	-4	6	11	-7	-4	-3	19	0.94	-2
CC(NS(=O)(=O)c1ccc(Cl)cc1)C(=O)NCc1ccco1 (stereo not drawn)	-10	0	-9	9	-7	0	5	1	20
COc1cc(OC)cc(C(=O)Nc2cccc(C(C)=O)c2)c1	-6	-3	18	-4	24	1	9	1	-1
Cc1ccc(S(=O)(=O)NCCC2=CCCCC2)cc1	13	-5	1	-4	25	-1	30	1.1	-1
CCn1c(O)c(/C=N/N=C2CCCC2)c2ccc(C3=NNC(=O)CC3)cc21	12	1	8	-7	14	-5	11	0.99	-3
COc1ccc2c(c1OC)C(=O)OC2C/C(=N\NC(N)=O)c1ccccc1 (stereo not drawn)	0	-8	-6	-8	-11	-1	13	1.1	-1
CC(C)c1ccc(C(=O)N/N=C/c2cccc(Cl)c2Cl)cc1	-7	0	-41	-3	-20	-2	46	1	-1
CN(C)C(CNC(=O)C1CCN(C(=O)/C=C/c2ccccc2)CC1)c1ccccc1 (stereo not drawn)	-7	4	7	-7	9	0	0	0.96	-2
CC(=O)c1c(C)[nH]c(C(=O)OCC(=O)C(C)(C)C)c1C	-9	-3	-12	-8	-5	0	21	1	-2
CSc1ccccc1C(=O)NC1CCCCC1	3	-2	-5	-2	5	-2	1	1	2
Cc1cc(=O)[nH]c(N/N=C/c2c(C)nn(-c3ccccc3Cl)c2Cl)n1	4	-12	-3	-9	26	0	4	1.1	-8

# Next section.
Structure	hIAP block	mIAP block	TIM10 inh	APOBEC3G inh	tim10-1 inh	MIN6 prolif	NALP3 yeast inh	mIAP act	A3A deaminase
Cn1c(-c2cccs2)nc2ccccc21	0	-6	5	9	6	-3	19	1.1	7
CCOc1cc(/C=N/NC(=O)CN2CCCCC2)ccc1OCc1ccc(Cl)cc1	4	5	3	-4	23	0	16	0.95	0
CC(C)(C)C1CCC2(CC1)Nc1cccc3cccc(c13)N2	7	7	18	-5	19	-3	16	0.93	-2
Cc1ccccc1-n1c(SCC(N)=O)nc2sc(-c3ccccc3)cc2c1=O	6	14	30	-2	36	-3	6	0.86	-3
Cc1ccc(NCCC(=O)c2ccc(Cl)c(Cl)c2)cc1	0	11	4	-5	11	-6	2	0.89	0
COc1ccc(NC(=O)CSc2nc3c(c(=O)n2-c2ccccc2)SCC3)c(OC)c1	11	-2	1	-3	6	0	8	1	1
Cc1ccc(C[n+]2ccccc2)cc1	7	13	0	-11	-16	4	1	0.87	-3
O=C(O)c1c(NC(=O)N(CCO)Cc2ccccc2)sc2c1CCCC2	6	-6	1	-4	9	-2	-6	1.1	-2
Cc1ccc(-c2nsc(SCC(=O)NCc3ccc4c(c3)OCO4)n2)cc1	7	4	-22	-3	-1	-2	10	0.96	-1
COc1ccc(C(=O)OCC(=O)NC(Cc2ccccc2)C(C)=O)cc1S(=O)(=O)N1CCCC1 (stereo not drawn)	-23	-2	-14	-6	-18	-3	-5	1	20
Cc1ccccc1Cn1nnc(-c2ccc(C(=O)O)cc2)n1	-13	0	3	0	6	-3	9	1	8
O=C(O)c1ccc(COc2ccc3c4c(c(=O)oc3c2)CCC4)o1	-4	-12	2	2	8	-1	-7	1.1	18
COc1ccc(C2=CC3=CC(=O)C(C)(O)C(=O)C3=CO2)cc1 (stereo not drawn)	5	0	10	5	5	-2	-4	0.99	6
CCCOc1cccc(C(=O)NCCNC(=O)c2cnccn2)c1	-10	-1	12	-3	-17	-3	3	1	-1
CC(/C=C/c1ccccc1F)=N\NC(=O)C(C)C	3	-9	-6	5	12	2	14	1.1	32
CCOCCCNC(=O)c1ccc2c(c1)ncn2C1CCCC1	17	10	17	0	17	-1	8	0.9	-5
Cc1cccc(C2CC(c3ccc(Cl)cc3)Nc3nc(N)nn32)c1 (stereo not drawn)	-14	2	0	15	0	7	6	0.98	-2
NC(=O)CC(NC(=O)c1ccc(Br)cc1)c1ccc(NC2CCCCCCC2)c([N+](=O)[O-])c1 (stereo not drawn)	1	33	15	-9	3	-8	20	0.67	1
CSC1=NC(C(Cl)(Cl)Cl)N=C(c2ccccc2)N1 (stereo not drawn)	3	0	10	-8	7	1	25	1	0
COc1ccc(S(=O)(=O)NCc2cn3c(C)csc3n2)cc1F	-8	4	-2	-8	8	-1	10	0.96	-7
COC(=O)C1C(c2ccc(OC)c(OC)c2)NC(c2ccc(OC)c(OC)c2)C(C(=O)OC)S1(=O)=O (stereo not drawn)	-5	0	10	-5	16	1	-1	0.99	-2
NS(=O)(=O)c1ccc(CCNC(=O)COC(=O)CCc2ccccc2)cc1	2	3	1	-1	9	-1	-11	0.97	1
Cn1cc(CCC(=O)N2CCCC(CCC(=O)NCc3ccccc3F)C2)cn1 (stereo not drawn)	18	5	-7	-5	2	-4	4	0.95	0
COc1ccc(OCCSc2nc(-c3ccccc3)cc(=O)[nH]2)cc1	0	8	-13	-2	-9	3	-2	0.92	2
CCNc1oc(-c2cccc3ccccc23)nc1C#N	2	-7	4	-3	13	6	1	1.1	2
COc1cccc(-n2c(C)cc(/C=C3/C(=N)N4C(=NC3=O)SN=C4S(C)(=O)=O)c2C)c1	2	9	31	-3	14	-3	-3	0.91	1
COc1ccccc1NC(=O)CSc1nnc2ccc(-c3cccnc3)nn12	4	3	20	-4	-6	-1	15	0.97	-1

# From PubChem
